ERp5 block = inhibitors of ERp5-driven insulin aggregation, primary screen, biochemical, turbidity, absorbance 650 nm, single point; Protein disulfide-isomerase A6 (Homo sapiens), Q15084; 90 min; inhibition, % at 9.99 µM; actives 0.05% (n = 350,000); AID 651711, 2012;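 active = mean replicate inhibition above about 25%, with every replicate also reaching it, limit read from the data, passing the limit was not always enough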
Target sequence (Q15084 whole entry, looked up): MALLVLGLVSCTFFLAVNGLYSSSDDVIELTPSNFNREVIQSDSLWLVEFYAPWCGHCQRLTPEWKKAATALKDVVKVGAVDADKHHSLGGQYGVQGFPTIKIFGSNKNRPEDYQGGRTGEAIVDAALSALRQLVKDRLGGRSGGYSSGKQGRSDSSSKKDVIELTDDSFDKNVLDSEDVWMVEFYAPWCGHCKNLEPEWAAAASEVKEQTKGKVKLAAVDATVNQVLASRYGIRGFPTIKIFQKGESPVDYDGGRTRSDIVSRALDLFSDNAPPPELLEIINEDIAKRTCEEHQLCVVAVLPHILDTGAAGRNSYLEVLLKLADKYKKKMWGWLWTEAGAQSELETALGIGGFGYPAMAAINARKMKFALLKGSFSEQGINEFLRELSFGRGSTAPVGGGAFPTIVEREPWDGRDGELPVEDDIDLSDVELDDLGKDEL
RAD52 inh = RAD52 DNA annealing inhibitors, primary screen, biochemical, FRET, single point, set 2 | DNA repair protein RAD52 homolog (Homo sapiens), P43351 | recombinant RAD52 DNA annealing, FRET fluorescence | inhibition, % at 18.7 µM | actives 0.46% (n = 360,000) | AID 651710, 2012;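 active = every replicate showing at least 50% inhibition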
Target sequence (P43351 whole entry, looked up): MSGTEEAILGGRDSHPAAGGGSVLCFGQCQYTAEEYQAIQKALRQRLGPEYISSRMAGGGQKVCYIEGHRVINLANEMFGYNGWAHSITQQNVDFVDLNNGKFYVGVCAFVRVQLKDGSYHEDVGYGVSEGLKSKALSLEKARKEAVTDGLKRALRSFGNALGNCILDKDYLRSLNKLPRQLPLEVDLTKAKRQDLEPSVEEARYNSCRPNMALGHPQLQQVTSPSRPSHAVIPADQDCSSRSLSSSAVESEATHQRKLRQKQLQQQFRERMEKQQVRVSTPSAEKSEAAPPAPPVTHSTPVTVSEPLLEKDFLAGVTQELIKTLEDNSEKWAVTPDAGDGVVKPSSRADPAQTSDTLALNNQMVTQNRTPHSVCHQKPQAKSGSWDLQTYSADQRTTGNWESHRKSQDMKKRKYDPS
ARNT-TACC3 inh = disruptors of ARNT/TACC3 protein interaction, primary screen, biochemical, AlphaScreen, single concentration. Transforming acidic coiled-coil-containing protein 3 (Homo sapiens), Q9Y6A5. AlphaScreen His-ARNT PAS-B/GST-TACC3 binding, luminescence; TACC3 fragment carries E629A point mutation. inhibition, % at 9.99 µM. actives 0.66% (n = 390,000). AID 623870, 2012;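 active = mean inhibition of replicates at least 50% and at least half of replicates each reaching 50%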;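 note: 0% = complete ARNT plus TACC3 wells and 100% = ARNT alone without TACC3; many hits fall short of the cut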
E-sel inducer = E-selectin induction in HUVECs, primary screen, imaging, HUVEC, immunofluorescence imaging, single point | P16581 | normalized: neutral wells 0, TNF-alpha wells 100 | activation, % at 7.58 µM | actives 0.37% (n = 260,000) | AID 686992, 2013;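 active = mean E-selectin-positive cell signal at least 10% of the positive control, reached in at least 60% of replicates, without over 20% cell loss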;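 note: in these data hits start at about 27%; measured in HUVEC primary endothelial cells; signal is the percent of cells scored E-selectin positive by PE staining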
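Material: HUVEC primary endothelial cells; Amount: 3,000 cells per well; Dosing: single concentration; Medium: EGM-2 growth medium on 0.1% gelatin-coated wells; Read-out basis: percent E-selectin-positive cells; Signal: immunofluorescence imaging; Control set: TNF-alpha, DMSO.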
RAD54 inh = inhibitors of human RAD54 branch migration, primary screen, biochemical, fluorescence, single point | inhibition, % at 10.4 µM | actives 0.14% (n = 360,000) | DNA repair and recombination protein RAD54-like (Homo sapiens), Q92698 | AID 602329, 2012 | RAD54 Holliday junction branch migration, FAM/BHQ fluorescence;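 active = mean normalized replicate activity at least 40 and at least half of replicates scoring 40 or more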;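 note: 0% = median of neutral control wells and 100% = median of positive control wells; inhibitors cause a drop in the FAM fluorescence signal; in these data hits start at about 50%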
PglD inh = C. jejuni PglD acetyltransferase inhibitors, primary screen, biochemical, DTNB colorimetric, single point; purified PglD enzyme, DTNB colorimetric CoA detection; inhibition, % at 12.5 µM; actives 0.098% (n = 360,000); in the data active = inhibition above about 16%, passing the limit was not always enough; note: strong numbers were not always called active
esBAF inh = Bmi1 luciferase reporter increase in mESCs, primary screen, esBAF inhibitor project, mouse ES cells, Bmi1 luciferase knock-in, single point. reporter increase, % at 12.5 µM. actives 2% (n = 350,000). 24 h; 100% = twice the neutral-well signal; in the data active = activation above about 40%;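 note: 0% = median of the plate's neutral control wells and 100% = double that signal; a rise in the Bmi1 reporter signal indicates esBAF inhibition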
CASP6 VEID inh = human caspase-6 inhibitors, primary screen, biochemical, VEID-R110 fluorescence, single point, set 2; purified caspase-6, Z-VEID-R110 cleavage fluorescence; actives 0.53% (n = 350,000); P55212; inhibition, % at 12.5 µM;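 active = mean inhibition across replicates at least about 35%, with every replicate also reaching that limit, limit read from the data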;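 note: 0% = median of neutral control wells and 100% = no fluorescence left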
* marks the source's active call; other numbers are inactive results; nt = no result given.

Sample of the layout:
SMILES	ERp5 block	RAD52 inh	ARNT-TACC3 inh	E-sel inducer	RAD54 inh	PglD inh	esBAF inh	CASP6 VEID inh
CC(=O)c1c(C)[nH]c(C(=O)OCC(=O)NCCc2ccc(F)cc2)c1C	nt	nt	2	0.3	4	-3	5	nt
CCNC(=S)Nc1ccc(Cl)c([N+](=O)[O-])c1	1	-6	-1	0.2	-7	0	11	7
COc1ccc(C#Cc2cnc3c(c2)C(=O)N([C@H](C)CO)C[C@H](C)[C@H](CN(C)Cc2cccc(C)c2)O3)cc1OC	21	20	4	2.9	-4	1	-5	0
Cc1ccc(OC(=O)c2sc(Cl)nc2C)cc1C	2	3	7	nt	nt	nt	nt	2
CO[C@H]1CN(C)C(=O)c2cc(NC(C)=O)ccc2OC[C@H](C)NC[C@@H]1C	6	5	-3	1.3	2	2	2	-1
CN(Cc1cccc([N+](=O)[O-])c1)Cc1cccc2ccccc12	-1	1	-4	0.1	1	1	-3	-2

Main list, previewed entries included:
SMILES	ERp5 block	RAD52 inh	ARNT-TACC3 inh	E-sel inducer	RAD54 inh	PglD inh	esBAF inh	CASP6 VEID inh
CC(=O)c1c(C)[nH]c(C(=O)OCC(=O)NCCc2ccc(F)cc2)c1C	nt	nt	2	0.3	4	-3	5	nt
CCNC(=S)Nc1ccc(Cl)c([N+](=O)[O-])c1	1	-6	-1	0.2	-7	0	11	7
COc1ccc(C#Cc2cnc3c(c2)C(=O)N([C@H](C)CO)C[C@H](C)[C@H](CN(C)Cc2cccc(C)c2)O3)cc1OC	21	20	4	2.9	-4	1	-5	0
Cc1ccc(OC(=O)c2sc(Cl)nc2C)cc1C	2	3	7	nt	nt	nt	nt	2
CO[C@H]1CN(C)C(=O)c2cc(NC(C)=O)ccc2OC[C@H](C)NC[C@@H]1C	6	5	-3	1.3	2	2	2	-1
CN(Cc1cccc([N+](=O)[O-])c1)Cc1cccc2ccccc12	-1	1	-4	0.1	1	1	-3	-2
COc1ccccc1C(=O)Oc1ccc(C(C)C)cc1	1	-14	-4	nt	nt	nt	nt	0
CCc1nc2c(OCc3ccc(F)c(F)c3)cccn2c1N(C)C(=O)c1ccc(OC)cc1	3	-30	nt	-0.3	5	-3	-5	0
CC(=O)N(C)C[C@H]1Oc2ncc(C#C[C@@H](C)O)cc2C(=O)N([C@H](C)CO)C[C@@H]1C	-1	1	-5	0.1	0	2	1	1
COc1ccc(N2CCN(S(=O)(=O)c3ccc(OC)cc3)CC2)cc1	2	-9	10	nt	12	1	-2	4
COc1cc(/C=C2/NC(=O)N(Cc3ccccc3F)C2=O)ccc1O	20	-17	0	3.9	nt	nt	nt	-1
CN1c2ccc(Br)cc2[C@H]2[C@H](CCN2C(=O)CN2CCOCC2)[C@H]1CO	3	-16	1	0.1	2	3	-6	-1
C[C@@H]1CN([C@H](C)CO)C(=O)c2cc(NC(=O)Nc3ccc4c(c3)OCO4)ccc2O[C@@H]1CN(C)S(=O)(=O)c1cccs1	9	1	4	0.0	-7	4	-2	-2
COc1ccc(CCNC(=O)c2cc(=O)c3ccc(C)cc3o2)cc1OC	1	-10	-3	0.0	2	-1	1	-2
OC(CNCC1(N2CCCCC2)CCCCC1)COc1ccc(Cl)cc1Cl (stereo unspecified)	12	20	-10	-0.1	nt	nt	nt	3
O=C(c1ccccc1Sc1c(Cl)cccc1[N+](=O)[O-])N1CCOCC1	1	-17	1	nt	nt	nt	nt	1
CC(C)NC(=O)CSc1nnc(-c2ccc(C(C)(C)C)cc2)n1C	-5	-20	2	nt	3	0	8	0
COc1cccc(OCCCOc2ccccc2C(C)C)c1	2	-9	-12	nt	-7	2	-8	1
Cc1ccc2[nH]c(C(=O)NN=C3CCCCC3)c(-c3ccccc3)c2c1	2	-11	-6	1.5	nt	nt	nt	-3
COc1ccc(-c2ccc([C@@H]3[C@H](C#N)N[C@H]3CO)cc2)cc1	-3	-34	-8	-0.4	-3	4	-4	-1
C[C@H]1CN([C@@H](C)CO)C(=O)Cc2cc(NC(=O)c3ccncc3)ccc2O[C@@H]1CN(C)C(=O)Nc1ccc(F)cc1	-1	2	-6	-0.1	-9	-1	-3	4
O=c1c2ccccc2c(-c2ccccc2)nn1Cc1ccc(Cl)cc1	nt	nt	8	nt	-6	8	-16	nt
CCOC(=O)c1ccc(NC(=O)c2nc[nH]c2C(=O)N(C)Cc2ccccc2)cc1	-10	-60	-2	0.0	0	-2	-5	-1
C[C@H]1CN([C@@H](C)CO)C(=O)c2cccc(NC(=O)C3CCCCC3)c2O[C@H]1CN(C)C(=O)Nc1ccc2c(c1)OCO2	3	18	0	0.7	-2	-1	-4	1
CN(Cc1c(C(=O)N/N=C/c2ccc(O)cc2)nnn1-c1nonc1N)C1CCCCC1	-5	-9	4	nt	2	7	2	2

Another view of part of the listing above:
Below each SMILES – ERp5 block | RAD52 inh | ARNT-TACC3 inh | E-sel inducer | RAD54 inh | PglD inh | esBAF inh | CASP6 VEID inh
> COc1cc(/C=C2/NC(=O)N(Cc3ccccc3F)C2=O)ccc1O
  20 | -17 | 0 | 3.9 | nt | nt | nt | -1
> CC(=O)c1c(C)[nH]c(C(=O)OCC(=O)NCCc2ccc(F)cc2)c1C
  nt | nt | 2 | 0.3 | 4 | -3 | 5 | nt
> CCOC(=O)c1ccc(NC(=O)c2nc[nH]c2C(=O)N(C)Cc2ccccc2)cc1
  -10 | -60 | -2 | 0.0 | 0 | -2 | -5 | -1
> COc1ccc(C#Cc2cnc3c(c2)C(=O)N([C@H](C)CO)C[C@H](C)[C@H](CN(C)Cc2cccc(C)c2)O3)cc1OC
  21 | 20 | 4 | 2.9 | -4 | 1 | -5 | 0
> Cc1ccc(OC(=O)c2sc(Cl)nc2C)cc1C
  2 | 3 | 7 | nt | nt | nt | nt | 2
> CC(C)NC(=O)CSc1nnc(-c2ccc(C(C)(C)C)cc2)n1C
  -5 | -20 | 2 | nt | 3 | 0 | 8 | 0

Continued:
SMILES	ERp5 block	RAD52 inh	ARNT-TACC3 inh	E-sel inducer	RAD54 inh	PglD inh	esBAF inh	CASP6 VEID inh
Cc1noc(C)c1S(=O)(=O)Nc1ccc2c(c1)C(=O)N([C@H](C)CO)C[C@@H](C)[C@@H](CN(C)CC1CCCCC1)OCCCC[C@H](C)O2	-2	-10	0	2.1	2	5	2	-1
COc1ccc(CCNC(=O)CN2C(=O)COc3ccc(S(=O)(=O)N4CCOCC4)cc32)cc1OC	5	-13	-1	nt	1	-3	-4	-5
COC(=O)Cc1c[nH]c2cccc(OCC(O)CN(Cc3ccccc3)C(C)C)c12 (stereo unspecified)	nt	nt	1	nt	-6	5	-18	nt
CCOc1ncccc1C(=O)Nc1ccc2c(c1)OCO2	-8	-14	10	nt	nt	nt	nt	2
O=C(O)c1ccc(NC2=C(Cl)C(=O)c3ccccc3C2=O)cc1	3	-13	15	0.1	-15	4	8	29
CN(C(=S)SCc1ccccc1)C1CCS(=O)(=O)C1 (stereo unspecified)	1	-12	-6	0.0	nt	nt	nt	1
COc1ccccc1-c1nnc2sc(COc3ccccc3)nn12	nt	nt	2	nt	4	2	-3	nt
COc1ccc(C(=O)NC(=S)NCc2ccco2)cc1OC	nt	nt	-5	nt	-4	-4	-1	nt
O=C(O)c1[nH]c2ccc(Cl)cc2c1CC(=O)N1CCN(c2ccccc2)CC1	nt	nt	0	nt	-6	0	16	nt
Cc1noc(C)c1S(=O)(=O)N(C)C[C@@H]1OCCCC[C@@H](C)Oc2ccc(NC(=O)Nc3ccc(C(F)(F)F)cc3)cc2C(=O)N([C@@H](C)CO)C[C@@H]1C	-8	27	19	0.0	-15	-1	2	3
CCC(=O)NC1=C(Cl)C(=O)C(NC(=O)CC)=C(Cl)C1=O	-1	-3	6	-0.1	4	10	9	0
COC(/C=C/Nc1ccc(Br)cc1)=C(C#N)C#N	-2	-11	4	nt	-4	3	-4	18
CCN(CC)S(=O)(=O)c1ccc(O)c(C(=O)OCC(=O)Nc2ccc(OC(F)(F)F)cc2)c1	2	-9	5	nt	nt	nt	nt	6
COc1ccc(C2=NN(C(C)=O)C(c3cccs3)C2)cc1OC (stereo unspecified)	3	2	2	nt	-2	-3	12	0
Cc1cccn2cc(CCNS(=O)(=O)c3cccc([N+](=O)[O-])c3)nc12	7	-18	-5	-0.1	0	-1	-3	-1
Cc1ccccc1-n1c(C)nnc1SCC(=O)NNC(=O)c1ccccc1	3	5	-11	-1.6	nt	nt	nt	-1
CCn1c(SCC(=O)O)nnc1-c1ccccc1	nt	nt	-8	0.1	14	-2	-4	nt
CO[C@H]1CN(C)C(=O)c2ccc(NS(=O)(=O)c3ccccc3F)cc2OC[C@@H](C)NC[C@H]1C	4	-9	-4	-0.2	2	0	-4	2
Cc1ccc2[nH]c(O)c(N=Nc3nc4ccccc4s3)c2c1	-8	-4	3	nt	-8	4	20	0
COc1ccccc1-c1sc2ccccc2c1-c1ccc2c(c1)OCCO2	-5	-11	0	0.0	-9	0	17	1
O=C(CNC(=O)c1ccco1)NCC(=O)OCc1ccc(Cl)cc1Cl	1	6	-8	0.3	-7	-4	-11	1
COc1ccccc1CNC(=O)C[C@H]1CC[C@@H]2[C@H](COC[C@@H](O)CN2C(=O)Nc2ccc(C(F)(F)F)cc2)O1	-1	-2	2	0.0	-3	-2	1	-1
COc1ccc(N2C(=O)CC(N(CCc3ccccc3)C(=O)/C=C/C(=O)O)C2=O)cc1 (stereo unspecified)	3	-16	-2	0.0	nt	nt	nt	3
CC(=O)N(Cc1cc(=O)[nH]c2ccccc12)c1ccc(C)cc1	nt	nt	0	nt	-5	-6	-2	nt
O=C(O)c1ccccc1C(=O)NCc1ccccc1	nt	nt	-27	nt	-1	-5	-5	nt

The listing continues:
SMILES	ERp5 block	RAD52 inh	ARNT-TACC3 inh	E-sel inducer	RAD54 inh	PglD inh	esBAF inh	CASP6 VEID inh
COc1ccc(S(=O)(=O)N2CCN(C(=O)[C@H](Cc3ccccc3)NC(=O)c3ccco3)CC2)cc1	4	-11	5	-0.3	-8	-1	-3	2
O=C1C(Cl)=C(NCc2ccco2)C(=O)c2ccccc21	4	-3	27	0.6	nt	nt	nt	99*
Cn1c(O)c(N=NC(=O)Cc2c[nH]c3ccccc23)c2ccccc21	6	4	0	-0.2	nt	nt	8	2
COC(=O)C1CN(Cc2ccccc2)C(=O)C1=O (stereo unspecified)	0	-21	-7	0.0	-3	-3	4	2
COc1ccccc1CC(=O)Nc1ccc2c(C)cc(=O)oc2c1	-4	-13	-1	nt	3	-4	6	1
CC(Sc1ccccn1)C(=O)Nc1ccc2c(c1)OCO2 (stereo unspecified)	0	-16	nt	-2.2	2	-3	6	3

Source: PubChem BioAssay (Broad Institute)
